mIDH1 inhibitor – inhibitors of human mutant IDH1 R132H | O75874 | IDH1-R132H enzyme, NADPH consumption, diaphorase/resazurin fluorescence | Potency, µM (top dose mostly 76.6 µM), without a hit: at the highest dose activity change, negative = inhibition, most hits filed as inhibitors | 0.093% of 390,000 active | AID 602179; further: potency means the concentration at half of the fitted maximal effect; on the % scale 0 is the no-effect control and ±100 the full control effect; nearly all actives have a fitted effect of over 65% in size
Target sequence (O75874 whole entry R132H, stated change not applied): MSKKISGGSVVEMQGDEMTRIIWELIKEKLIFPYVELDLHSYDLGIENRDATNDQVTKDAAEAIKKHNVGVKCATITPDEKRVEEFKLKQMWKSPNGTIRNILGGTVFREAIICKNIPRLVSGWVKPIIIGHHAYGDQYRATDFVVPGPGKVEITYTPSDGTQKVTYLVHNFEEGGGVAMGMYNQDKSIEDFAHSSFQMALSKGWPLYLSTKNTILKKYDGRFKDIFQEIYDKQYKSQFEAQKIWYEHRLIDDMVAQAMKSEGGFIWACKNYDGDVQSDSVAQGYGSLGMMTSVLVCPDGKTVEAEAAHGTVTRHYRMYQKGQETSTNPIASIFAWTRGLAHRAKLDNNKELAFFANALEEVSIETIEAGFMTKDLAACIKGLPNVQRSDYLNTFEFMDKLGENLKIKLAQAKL
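IDH1-R132H (0.5 ug/mL dispensed) in pH 7.5 Tris buffer was preincubated 30 min with compound, then given a substrate mix of 0.016 mM NADPH and 2 mM alpha-KG for 80 min at room temperature; remaining NADPH was read by diaphorase/resazurin fluorescence.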
TrxR1 substrate – substrates of rat thioredoxin reductase 1; O89049; purified TrxR1 substrate turnover, NADPH consumption readout; Potency, µM (titrated, usually from 114 µM), inactives show at the top dose activity change, negative = substrate turnover; 0.01% of 390,000 active; AID 588456; further: potency means the concentration at half of the fitted maximal effect; on the % scale 0 is the no-effect control and ±100 the full control effect; nearly all actives have a fitted effect of over 50% in size
Target sequence (O89049 whole entry, looked up): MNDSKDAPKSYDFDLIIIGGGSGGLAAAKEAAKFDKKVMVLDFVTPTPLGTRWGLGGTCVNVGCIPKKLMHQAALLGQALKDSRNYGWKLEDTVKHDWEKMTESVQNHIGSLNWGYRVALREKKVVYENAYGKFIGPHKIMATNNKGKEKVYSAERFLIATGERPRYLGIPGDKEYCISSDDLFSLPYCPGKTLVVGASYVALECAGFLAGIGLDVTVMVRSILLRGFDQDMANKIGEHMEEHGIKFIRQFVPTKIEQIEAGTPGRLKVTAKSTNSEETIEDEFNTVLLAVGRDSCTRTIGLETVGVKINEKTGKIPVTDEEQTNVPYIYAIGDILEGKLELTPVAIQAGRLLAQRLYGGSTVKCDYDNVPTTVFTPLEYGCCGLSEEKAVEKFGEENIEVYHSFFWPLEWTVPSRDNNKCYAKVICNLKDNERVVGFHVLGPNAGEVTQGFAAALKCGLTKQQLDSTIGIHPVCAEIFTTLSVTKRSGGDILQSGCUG
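Rat TrxR1, dispensed at 90 nM, was prereduced with 400 uM NADPH (final) for 5 min at ~22 deg C, then incubated with compound 15 min before 400 uM selenite. A first-read NADPH fluorescence drop versus no-compound background flagged substrates.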
rTrxR1 inhibitor – blocks rat thioredoxin reductase 1. O89049. recombinant rTrxR1, NADPH fluorescence consumption, selenite substrate. Potency, µM (titrated, usually from 114 µM), without a hit: at the highest dose activity change, negative = inhibition, hits mostly inhibitors. 1% of 390,000 active. AID 588453; further: potency means the concentration at half of the fitted maximal effect; on the % scale 0 is the no-effect control and ±100 the full control effect; nearly all actives have a fitted effect of over 65% in size
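Rat TrxR1 (90 nM in the dispensed reagent) was pre-reduced with 400 uM NADPH for 5 min at room temperature, then incubated with compound for 15 min. After 400 uM selenite was added, NADPH fluorescence (Ex 340/Em 450 nm) was followed for 8 min.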
USP1-UAF1 inh – USP1/UAF1 (human) deubiquitinase inhibition; 0.23% of 390,000 active; recombinant USP1/UAF1, Ub-Rhodamine cleavage fluorescence; AID 743255; Potency, µM (series often up to 57.1 µM), without a hit: at the top dose activity change, negative = inhibition, most hits filed as inhibitors; further: potency means the concentration at half of the fitted maximal effect; on the % scale 0 is the no-effect control and ±100 the full control effect; nearly all actives have a fitted effect of over 60% in size; inactives centre near -12
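Step one: compound is pinned into 1nM USP1/UAF1 in HEPES pH 7.8 buffer with TCEP. Step two: 15 min room-temperature incubation. Step three: Ub-Rho (150nM final) starts cleavage, tracked by fluorescence over six one-minute reads.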
TRHR enhancer – allosteric enhancers of human TRH receptor; P34981; TRHR cells, fluo-8 calcium fluorescence, EC20 TRH enhancement; enhancement, % at 2 µM; 0.66% of 360,000 active; in the data active means enhancement above about 30%; further: 0% is about no effect
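TRHR-expressing cells loaded with fluo-8 calcium dye were read kinetically (ex 480/em 530) during compound addition, then stimulated with an EC20 of TRH (10 nM final). Enhancement of the Gq-mediated intracellular calcium response was scored.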
Pin1 inh – inhibitors of human Pin1. 0.009% of 390,000 active. AID 504891. Potency, µM (highest dose often 115 µM), for the others: at the top dose activity, negative = inhibition, actives largely listed as inhibitors. Pin1 FP peptide displacement, HiFluor488, 10 min. Q13526; active means well fitted inhibition curve with a large enough effect in the polarisation, with a control signal flat, not every such curve was filed as active; inconclusive means small, poorly fitted or top-dose-only effect, or effect the other way, or a change in a side signal; inactive means no such curve, though single readings can be large or run the other way; the % refers to the polarisation; further: potency means the concentration at half of the fitted maximal effect; on the % scale 0 is the no-effect control and ±100 the full control effect
Target sequence (Q13526 whole entry, looked up): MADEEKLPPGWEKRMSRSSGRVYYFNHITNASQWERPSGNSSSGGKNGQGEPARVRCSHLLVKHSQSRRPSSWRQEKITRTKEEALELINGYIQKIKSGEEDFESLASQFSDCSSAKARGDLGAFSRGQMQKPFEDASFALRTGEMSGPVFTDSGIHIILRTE
TRHR agonist – agonists of human TRH receptor; TRHR cells, calcium flux fluo-8, FDSS agonist mode; activation, % at 2 µM; 0.18% of 360,000 active; in the data active means activation above about 30%; further: 0% is about no effect
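TRHR-expressing cells loaded with fluo-8 calcium dye; 23 nL library compound pin-transferred, kinetic FDSS fluorescence (Ex 480/Em 530) recorded about 180 s for agonist-induced calcium release, before a 10 nM TRH EC20 addition for potentiator mode.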
D2 agonist – activates the human D2 dopamine receptor; P14416; HEK293 T-REx D2 cells, calcium flux agonist mode; activation, % at 2 µM; 0.53% of 340,000 active; AID 485358;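 active means activation over 3 SD above normal in the single-dose calcium agonist read, cut at about 30% in these data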; further: 0% is about no effect
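Agonism is scored from calcium flux in a force-coupled, inducible HEK293 cell line expressing D2, read kinetically for 180 s after compound addition against dopamine controls.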
D2 antagonist – antagonists of human D2 dopamine receptor; P14416; 2% of 340,000 active; HEK293 TREx D2 cells, calcium flux, dopamine EC80; inhibition, % at 10 µM; in the data active means inhibition above about 30%; further: 0% is about no effect
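Calcium mobilization kinetics were recorded at 1 s intervals in tetracycline-induced HEK293 T-REx D2 cells, first for 180 s after compound addition and then 180 s after EC80 dopamine.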
Active calls of the source: *; u = inconclusive; x = no result given; & = joins results of further samples; [ ] = remark or other dose. Unless noted, the call rests on the fitted dose curve; in most records, active means well fitted inhibition curve with a large enough effect; inconclusive means small, poorly fitted or top-dose-only effect; inactive means no such curve, though single readings can be large or run the other way. Some of the compounds tested; the hit share may differ from the screen's.

SMILES | mIDH1 inhibitor | TrxR1 substrate | rTrxR1 inhibitor | USP1-UAF1 inh | TRHR enhancer | Pin1 inh | TRHR agonist | D2 agonist | D2 antagonist
CCCCOc1ccc(NC(=O)CN2CCN(C(=O)OCC)CC2)cc1 | 6% | -3% | -4% | -20% | -8 | -5% | -0.4 | 8.4 | 9
CCOC(=O)c1ccccc1NC(=O)CSc1nc(N)cc(N)n1 | -2% | -11% | 11%[57.1 µM] | -17% | -6 | -3% | 0.4 | 0.5 | -20
Cc1ccc(-c2nnn(CC(=O)N(CCN3CCOCC3)C(C(=O)NC(C)(C)C)c3ccco3)n2)cc1 (configuration not stated) | -3% | -7%[57.1 µM] | -7%[57.1 µM] | -20% | 14 | -3% | -0.1 | 0.9 | 21
C=C[C@@H]1c2c(F)cccc2N(S(=O)(=O)c2ccc(C)cc2)[C@H](c2ccc(C(=O)OC)cc2)C1(C#N)C#N | -3% | 7%&-1% | 18%&13% | -30% | -4 | 22% | -0.1 | -1.1 | 3
COc1ccc(CCN(C)C(=O)C2CCCN(Cc3ccc(OC)c(OC)c3)C2)cc1OC (configuration not stated) | 0% | -5%[57.1 µM] | -3%[57.1 µM] | -17% | 5&-8 | -8% | 0.4&-0.4 | 0.5&-0.3 | -14&13
Cc1ccc(Cn2ncc3c(N4CCN(CCc5ccccc5)CC4)ncnc32)cc1 | -3% | 7%[57.1 µM] | 1%[57.1 µM] | 2% | 2 | 0% | 0.4 | -0.1 | -10
CCc1ccc2nc(NC(=O)CCCc3cccs3)sc2c1 | 4% | 5% | 15% | -14% | 27 | 3% | 0.9 | 0.2 | 4
COc1cc(/C=N/O)ccc1OCc1ccc(Cl)cc1 | x | x | x | x | -2 | x | -0.2 | -0.4 | -1
Cc1cccc(C(=O)NCCC(=O)NCc2ccccc2F)c1 | -11% | 0% | 6% | -27% | 0 | -16% | -0.3 | -0.1 | 16
Cc1ccc(NC(=O)Cn2ncc(Cl)c(Cl)c2=O)cc1S(=O)(=O)N1CCCCC1 | -9% | -2% | u | -13% | 8 | -1% | 0.1 | 0.5 | -6
COC(=O)c1ccc2c(=O)[nH]c(COC(=O)c3[nH]c(C)c(C(C)=O)c3C)nc2c1 | 12% | 3% | 3% | -4% | x | u | x | x | x
CCc1ccc2[nH]c3nc(N/N=C/c4cccc(O)c4)nnc3c2c1 | 1% | 4%[57.1 µM] | 17%[57.1 µM] | -10% | 1 | 2% | 0.3 | 1.8 | 1
CC1CCc2c(sc3nc(-c4cc5ccccc5oc4=O)nc(Cl)c23)C1 (configuration not stated) | -1% | 1% | 2% | 44%[activator] | 10 | u | -2.3 | -0.8 | x
COc1ccc2[nH]c3c(c2c1)CCN1C(=O)C(CC(=O)NCc2ccco2)C[C@H](C(=O)N2CCOCC2)[C@@]31C (some centres not stated) | -4% | 0% | 10% | -15% | x | -2% | x | x | x
CC1=NN(c2ccccc2)C(=O)C1N=Nc1ccc(S(N)(=O)=O)cc1 (configuration not stated) | 0% | 1% | 4% | -7% | 2 | 6% | -0.7 | 1.3 | -18
Cc1ccc(CNC(=O)CCc2ccc(S(=O)(=O)NCC(C)C)cc2)cc1 | 3% | -10%[57.1 µM] | 11%[57.1 µM] | -4% | -1 | -11% | -2.1 | 0.0 | 1
Cc1cccc(C(=O)N=c2c(C#N)cc3c(=O)n4cccc(C)c4nc3n2Cc2ccco2)c1 | 0%&5% | 106%&71%[activator] | 6.3µM* | u | 21 | u | 1.7 | x | x
CCOC(=O)C1CCCCN1Cc1ccc(C(F)(F)F)cc1 (configuration not stated) | 7% | -4% | -2% | 5% | 1 | -3% | 0.2 | -2.1 | 9
Cc1ccc2[nH]c(C(=O)O)c(NC(=O)[C@@H]3C[C@@H]3c3ccccc3)c2c1 | 6% | 3% | 4% | -5% | -3 | 7% | -0.8 | -0.5 | 8
O=C(Cn1ccc([N+](=O)[O-])n1)NCCc1c[nH]c2ccccc12 | 5% | -4% | 4% | -23% | 14 | 4% | -0.7 | -0.6 | 9
Cc1ccnc2nc(C(=O)OCC(=O)N(Cc3ccccc3)C(C)(C)C)nn12 | -3% | -2% | 21% | -7% | x | 4% | x | x | x
COc1ccc(CCNC(=S)N2CCN(S(=O)(=O)c3ccc(C)cc3)CC2)cc1 | 2% | 5% | 8% | -4% | -6 | -3% | 0.2 | 0.2 | 4
C/C=C(\C)C(=O)NCCN1C2=NC[C@H](Cc3ccccc3)N2C[C@H]1Cc1ccc(O)cc1 | 2% | -3% | -11%[57.1 µM] | u | 5 | -8% | -0.2 | 0.3 | -5
COc1ccc(Cl)cc1NC(=O)C/C(C)=N/NC(=O)CCc1ccccc1 | -3% | 4% | -3%[57.1 µM] | -21% | -5 | 6% | -0.9 | 1.1 | 9
COC(=O)[C@]1(Cc2ccccc2)N[C@H](CN(C)C(=O)Nc2ccc(Cl)cc2)[C@@H]2C(=O)N(Cc3ccccc3)C(=O)[C@@H]21 | 13% | 2% | 28% | -31% | x | 40%[activator] | x | x | x
COc1ccc(NC(=S)NC(NC(=O)C(C)C)C(Cl)(Cl)Cl)c([N+](=O)[O-])c1 (configuration not stated) | 6% | 3%[57.1 µM] | -15%[57.1 µM] | 2% | 3 | 1% | -0.2 | 0.2 | 15
Cc1ccnc(NS(=O)(=O)c2ccc(NC(=O)c3ccc(Cl)cc3[N+](=O)[O-])cc2)n1 | 0% | -3% | 24% | -1% | -2 | 5% | 1.5 | -0.5 | 8
CCC(C)n1c(=S)[nH]c2ccccc2c1=O (configuration not stated) | 0% | 0%[57.1 µM] | -3%[57.1 µM] | -6% | 0 | 0% | 0.4 | 0.4 | 2
C=CCN(c1ccc(C(=O)Nc2ccc(C)cc2)cc1)S(C)(=O)=O | 8% | -4% | 9% | -6% | 0 | 2% | -1.0 | 0.2 | -7
COc1ccc(NC(=O)C(Cc2ccccc2)n2cccc2)cc1OC (configuration not stated) | 0%&20% | 21%[0.0914 µM] | -49%[0.0914 µM] | -4%&-2% | 0&-5 | 1%&-2% | 0.4&-0.1 | -0.7&-0.2 | 8
O=[N+]([O-])c1cc(S(=O)(=O)Nc2cccc(C(F)(F)F)c2)ccc1-n1nnc2ccccc21 | 3% | -17% | -13% | -20% | -4 | -16% | 0.3 | -2.0 | -9
Cc1ccc(NC(=O)c2cc(N3C(=O)C4CC=CCC4C3=O)ccc2N2CCCCC2)cc1 (configuration not stated) | 4% | 2% | -2% | -9% | -7 | 1% | 0.2 | 0.2 | -17
O=C(c1nn(Cc2ccccc2)c(=O)c2ccccc12)N1CCN(c2ccccn2)CC1 | 4% | -1% | 10% | -8% | -4 | 1% | -1.0 | 0.0 | -1
CC(=O)NC(CC(=O)Nc1cc(Cl)ccc1-n1cncn1)c1ccccc1 (configuration not stated) | -9% | 5%[57.1 µM] | 11%[57.1 µM] | -6% | 0 | -3% | 0.6 | -0.4 | -8
CCN(Cc1nc2cc(Cl)ccc2c(=O)[nH]1)C(=O)CN1C(=O)NC2(CCCCC2C)C1=O (configuration not stated) | 1% | -6% | -4% | -8% | 4 | 10% | 0.2 | 0.4 | -7
Cc1oc(-c2cccs2)nc1CS(=O)CC(=O)NCCCN1CC(C)CC(C)C1 (configuration not stated) | -5% | 3%[57.1 µM] | -9%[57.1 µM] | -14% | -7 | 9% | -0.5 | 0.5 | 18
O=C(c1cc2cc(Cl)ccc2[nH]1)N1CCc2ccccc2C1 | 5% | 4% | 16% | -8% | 6 | 21% | 0.3 | x | x
CSc1sc(C(=O)NC(=O)NCc2cccnc2)c(C)c1-c1ccon1 | 2% | -18%[57.1 µM] | 14%[57.1 µM] | -7% | 6 | -3% | 0.5 | 0.1 | 1
Cc1nc2ncnn2c(C)c1CCC(=O)NCc1ccco1 | -2% | 1% | 11% | -16% | -6 | -10% | -0.6 | 1.1 | 3
COC(=O)C1=C(C)NC(=O)CC1c1ccccc1 (configuration not stated) | 1% | -2% | -6% | -10% | -4 | 2% | 0.7 | 0.6 | -25
CCOC(=O)N=Nc1c(O)n(C)c2ccccc12 | 1% | 5% | -12% | -19% | 2 | 4% | -0.1 | 1.5 | -1
CCCCNc1cc(NC2CCCCC2)c2c3c(onc13)-c1ccccc1C2=O | -8% | -10% | -11% | -17% | 3 | u | -1.3 | -1.1 | x
Cc1ccc(S(=O)(=O)Cn2nnnc2C(C(C)C)N2CCC(O)CC2)cc1 (configuration not stated) | 0% | -4%[57.1 µM] | 0%[57.1 µM] | -12% | -3 | u | 0.4 | 0.3 | -19
Cc1cc(NC(=O)C2CC(=O)N(c3ccccc3)C2)no1 (configuration not stated) | 1% | 5% | 15% | -18% | 3 | 3% | 0.9 | 1.6 | -13
O=C(NCCS(=O)(=O)N1CCC2(CC1)OCCO2)c1ccc(F)cc1 | 10% | 0%[57.1 µM] | -1%[57.1 µM] | -4% | -3 | 0% | -0.2 | 1.0 | -4
CC(C)CN(C)C(=O)CCc1nnc(Cc2cccc(C(F)(F)F)c2)o1 | 13% | 4% | 18% | -15% | 12 | -2% | -0.2 | 0.5 | 1

Single records, from the list above. Order of screens: mIDH1 inhibitor	TrxR1 substrate	rTrxR1 inhibitor	USP1-UAF1 inh	TRHR enhancer	Pin1 inh	TRHR agonist	D2 agonist	D2 antagonist
CSc1sc(C(=O)NC(=O)NCc2cccnc2)c(C)c1-c1ccon1 as listed: 2%	-18%[57.1 µM]	14%[57.1 µM]	-7%	6	-3%	0.5	0.1	1
COC(=O)C1=C(C)NC(=O)CC1c1ccccc1 (configuration not stated) as listed: 1%	-2%	-6%	-10%	-4	2%	0.7	0.6	-25
CCOC(=O)N=Nc1c(O)n(C)c2ccccc12 as listed: 1%	5%	-12%	-19%	2	4%	-0.1	1.5	-1
Cc1ccc(S(=O)(=O)Cn2nnnc2C(C(C)C)N2CCC(O)CC2)cc1 (configuration not stated) as listed: 0%	-4%[57.1 µM]	0%[57.1 µM]	-12%	-3	u	0.4	0.3	-19

Source: PubChem BioAssay
